Assay outcomes as filed in PubChem.
MT1-MMP act inh = blockers of MT1-MMP proenzyme processing, primary screen, HT1080 RFP-PRO-GFP cells, GFP/RFP fluorescence. Matrix metalloproteinase-14 (Homo sapiens), P50281. GFP/RFP ratio fluorescence, overnight; percent of plate control window, DMSO zero. GFP/RFP ratio change, % at 20 µM. 0.061% of 360,000 active;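 active = GFP/RFP ratio change of at least 30% with cell ATP level not reduced by more than half and red fluorescence within 50% of control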; note: strong numbers were not always called active
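Assay system: HT1080 RFP-PRO-GFP cells | Dosing: 20 µM single dose, 1% DMSO | Incubation: Cells overnight before dosing, compound overnight, 37 °C, 5% CO2 | Evaluation: GFP/RFP fluorescence ratio | Control set: DMSO-only wells and HT1080 RFP-L50D-GFP cell wells as references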
CendR NRP1 mod = modulators of CendR peptide binding to NRP-1, primary screen, biochemical, fluorescence polarization, uHTS; FAM-RPARPAR peptide binding to NRP-1; AID 602438, 2012; Neuropilin-1 (Homo sapiens), O14786; inhibition, % at 25 µM; 0.85% of 360,000 active;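 active = inhibition or corrected inhibition above about 18%, plus a signal ratio from 0.5 to 1.5, limit read from the data, passing the limit was not always enough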; note: strong numbers were not always called active
Rin1-Abl PPI inh = inhibitors of Rin1-Abl protein binding, primary screen, biochemical, TR-FRET; 0.4% of 360,000 active; Tyrosine-protein kinase ABL1 (Homo sapiens) + Ras and Rab interactor 1 (Homo sapiens), …; inhibition, % at 7.35 µM; in the data active = inhibition above about 5%, passing the limit was not always enough
MsrA act = bovine MsrA enzyme activators, primary screen, biochemical, absorbance, HTS; Methionine sulfoxide reductase A (Bos taurus); purified bovine MsrA, absorbance read-out; activation, % at 10.6 µM; 0.3% of 360,000 active; in the data active = activation above about 7.5%;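 note: 0% = vehicle and 100% = reference activator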
FAS-TE inh = FAS thioesterase domain inhibitors, primary screen, biochemical, fluorescence intensity, uHTS | 0.67% of 360,000 active | Fatty acid synthase (Homo sapiens), P49327 | recombinant FAS-TE, OMFH fluorogenic substrate, fluorescence endpoint | AID 602261, 2012 | inhibition, % at 15 µM;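 active = compounds whose normalised, plate-corrected inhibition of enzyme fluorescence in the single-dose primary screen is 50% or more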;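 note: 0% = DMSO with enzyme and 100% = substrate without enzyme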
Neddylation inh = inhibitors of cullin neddylation, primary screen, biochemical, TR-FRET, uHTS, NAE and Ubc12. NEDD8-conjugating enzyme Ubc12 (Homo sapiens) + NEDD8-activating enzyme E1 regulatory …. calls only at 25 µM. 0.58% of 360,000 active; in the data active = inhibition above about 36%
Target sequence (P61081 whole entry, looked up): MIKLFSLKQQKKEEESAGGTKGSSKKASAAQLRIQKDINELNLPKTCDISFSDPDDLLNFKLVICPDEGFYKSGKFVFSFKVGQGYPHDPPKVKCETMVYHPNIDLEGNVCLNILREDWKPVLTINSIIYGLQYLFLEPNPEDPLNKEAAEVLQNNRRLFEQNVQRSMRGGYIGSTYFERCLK
Target sequence (Q13564 whole entry, looked up): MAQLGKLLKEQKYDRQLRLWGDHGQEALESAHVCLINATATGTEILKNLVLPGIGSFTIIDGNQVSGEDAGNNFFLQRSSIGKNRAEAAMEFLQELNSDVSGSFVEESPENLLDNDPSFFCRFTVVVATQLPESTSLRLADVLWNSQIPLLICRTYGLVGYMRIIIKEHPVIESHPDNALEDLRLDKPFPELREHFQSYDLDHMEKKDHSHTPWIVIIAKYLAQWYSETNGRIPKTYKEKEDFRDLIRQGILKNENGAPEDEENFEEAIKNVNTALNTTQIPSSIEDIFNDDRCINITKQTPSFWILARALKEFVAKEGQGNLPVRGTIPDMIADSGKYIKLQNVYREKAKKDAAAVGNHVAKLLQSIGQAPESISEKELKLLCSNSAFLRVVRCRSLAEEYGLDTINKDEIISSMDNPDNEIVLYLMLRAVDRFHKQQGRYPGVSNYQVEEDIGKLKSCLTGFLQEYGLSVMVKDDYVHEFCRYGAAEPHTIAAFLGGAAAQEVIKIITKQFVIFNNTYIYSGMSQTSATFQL
E coli Lon inh = inhibitors of E. coli Lon protease, primary screen, biochemical, fluorescence polarization. 0.42% of 360,000 active. inhibition, % at 7.94 µM. AID 602123, 2011. purified E. coli Lon protease; in the data active = inhibition above about 13%, passing the limit was not always enough;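 note: 0% = enzyme with probe and DMSO and 100% = no enzyme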
SKN-1 inh = suppressors of acrylamide-induced Pgst-4::GFP reporter in worms, primary screen, SKN-1 inhibitor project, whole organism, uHTS, GFP/RFP fluorescence ratio, strain VP596; 0.49% of 360,000 active; inhibition, % at 21.8 µM; C. elegans VP596 Pgst-4::GFP/RFP ratio, 24 h; AID 624304, 2012;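 active = interference check ratio from 0.5 to 1.5 plus GFP to RFP signal ratio inhibition reaching or exceeding a fixed threshold, cut at about 30% in these data, passing the limit was not always enough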; note: some compounds called inactive have numbers as strong as hits
PABP1 MLLE inh = inhibitors of PABP1 MLLE–PAM2 peptide binding, primary screen, biochemical, fluorescence polarization, FITC-PAM2, GST-MLLE; AID 588489, 2011; 0.36% of 360,000 active; Polyadenylate-binding protein 1 (Homo sapiens), P11940; inhibition, % at 20 µM; in the data active = inhibition above about 35%, passing the limit was not always enough;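 note: plate controls were DMSO wells with GST-MLLE for no effect and wells lacking GST-MLLE protein for full effect; some results filed as inactive read as strong as hits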
* marks the source's active call; other numbers are inactive results; i = inactive; · = not tested or not shown.

Every second line gives: MT1-MMP act inh	CendR NRP1 mod	Rin1-Abl PPI inh	MsrA act	FAS-TE inh	Neddylation inh	E coli Lon inh	SKN-1 inh	PABP1 MLLE inh
- Cc1cc2nc(C(F)(F)F)cc(-c3cccs3)n2n1
 : 2	0	1	-5	0	i	-8	-2	-2
- Cc1ccc(NC(=O)c2ncn(CCCNCCCN3CCCC3=O)n2)cc1C
 : 2	-8	-2	0	-10	i	10	12	3
- Cc1ccc(Cl)cc1NC(=O)CCCN1C(=O)c2cccnc2C1=O
 : 8	6	-1	-2	-2	i	-11	8	-6
- O=C(CN1C(=O)C2C3C=CC(C4CC34)C2C1=O)Nc1cccc2ncccc12 (configuration not stated)
 : 1	-3	-2	-5	4	i	3	10	-5
- CCCn1c(NCc2cc(OC)ccc2OC)nc2ccccc21
 : 2	-6	1	2	2	i	0	-7	10
- CCC(CC)NC(=O)CSc1ccc(S(=O)(=O)N2CCOCC2)cn1
 : 1	13	4	-4	-7	i	-11	-5	15
- COc1cc2c(cc1OC)[C@@H](NC(=O)CCC1CCCCC1)[C@H](O)C2
 : 1	3	0	-2	-11	i	1	-11	-5
- CCN(CC)c1ccc(S(=O)(=O)N2CCOCC2)cc1NC(=O)C1CC1
 : -2	-3	9.4*	-2	-4	i	0	3	0
- COc1ccc(OC)c(CC(=O)NC(c2ccccc2)c2ccccc2)c1
 : -6	3	2	-7	1	i	2	3	-13
- CSc1nncc(-c2ccccc2)n1
 : -1	14	-3	-3	-4	i	-4	2	4
- CC(NC(=O)c1ccc2c(c1)S(=O)(=O)N=C1CCCCCN12)c1ccc(S(N)(=O)=O)cc1 (configuration not stated)
 : 0	7	0	-2	-2	i	5	-2	7
- COC(=O)[C@@]1(Cc2ccc(OC)cc2)[C@H]2c3cc(C(=O)N4CCCC4)n(Cc4ccsc4Br)c3C[C@H]2CN1C(=O)c1ccccc1
 : -20	-21	·	-7	51*	i	-3	-3	·
- Cc1ccc(C)c(S(=O)(=O)N2CCN(C(=O)CCNS(=O)(=O)c3ccccc3)CC2)c1
 : -5	8	2	-1	-1	i	-1	-7	-1
- Cc1c(Br)cc(C(=O)O)c(C)c1C
 : 4	0	3	-2	-3	i	9	17	3
- Cc1ccc(NC(=O)C(=O)NCc2ccc(/C=C(/C#N)C(=O)NCc3cccnc3)o2)cc1C
 : 2	-19	-1	-2	-6	i	-7	1	-4
- CN1CCN(c2nc3c(c(=O)[nH]c(=O)n3C)n2CCCSc2ncccn2)CC1
 : 1	-10	-3	-5	-10	i	0	11	-5
- CC1(c2nnnn2Cc2ccccc2)CCC(=O)N1Cc1ccc(F)cc1 (configuration not stated)
 : 2	-4	·	-2	-3	i	0	13	·
- CCN(Cc1cccc(OC)c1)CC1CCCN(CCc2cccc(OC)c2)C1 (configuration not stated)
 : 4	-11	0	-2	-3	i	-7	-10	-8
- CC(=O)Nc1ccc(NC(=O)C(C)Oc2ccc(C)nc2[N+](=O)[O-])cc1 (configuration not stated)
 : -1	-1	-1	-4	-7	i	0	-22	-8
- CC(=O)N1C[C@H]2CON(C)[C@H]2C[C@H]1c1cccc(-c2ccccc2)c1
 : 0	-4	-3	-1	-12	i	3	0	-6

Reformatted tab-delimited: part of the list above.
Molecule	MT1-MMP act inh	CendR NRP1 mod	Rin1-Abl PPI inh	MsrA act	FAS-TE inh	Neddylation inh	E coli Lon inh	SKN-1 inh	PABP1 MLLE inh
COc1cc2c(cc1OC)[C@@H](NC(=O)CCC1CCCCC1)[C@H](O)C2	1	3	0	-2	-11	i	1	-11	-5
Cc1cc2nc(C(F)(F)F)cc(-c3cccs3)n2n1	2	0	1	-5	0	i	-8	-2	-2

Exported with tabs: 7 of the compounds above
Compound	MT1-MMP act inh	CendR NRP1 mod	Rin1-Abl PPI inh	MsrA act	FAS-TE inh	Neddylation inh	E coli Lon inh	SKN-1 inh	PABP1 MLLE inh
COC(=O)[C@@]1(Cc2ccc(OC)cc2)[C@H]2c3cc(C(=O)N4CCCC4)n(Cc4ccsc4Br)c3C[C@H]2CN1C(=O)c1ccccc1	-20	-21	·	-7	51*	i	-3	-3	·
Cc1ccc(C)c(S(=O)(=O)N2CCN(C(=O)CCNS(=O)(=O)c3ccccc3)CC2)c1	-5	8	2	-1	-1	i	-1	-7	-1
Cc1c(Br)cc(C(=O)O)c(C)c1C	4	0	3	-2	-3	i	9	17	3
Cc1ccc(NC(=O)C(=O)NCc2ccc(/C=C(/C#N)C(=O)NCc3cccnc3)o2)cc1C	2	-19	-1	-2	-6	i	-7	1	-4
CN1CCN(c2nc3c(c(=O)[nH]c(=O)n3C)n2CCCSc2ncccn2)CC1	1	-10	-3	-5	-10	i	0	11	-5
CC1(c2nnnn2Cc2ccccc2)CCC(=O)N1Cc1ccc(F)cc1 (configuration not stated)	2	-4	·	-2	-3	i	0	13	·
CCN(Cc1cccc(OC)c1)CC1CCCN(CCc2cccc(OC)c2)C1 (configuration not stated)	4	-11	0	-2	-3	i	-7	-10	-8

Carrying on:
Every second line gives: MT1-MMP act inh	CendR NRP1 mod	Rin1-Abl PPI inh	MsrA act	FAS-TE inh	Neddylation inh	E coli Lon inh	SKN-1 inh	PABP1 MLLE inh
- O=C1CCCN1CCC1CCN(C(=S)Nc2ccc(F)cc2)CC1
 : 0	7	-4	-9	-9	i	-12	-10	-51
- CN(C)CCCN(C(=O)c1cccs1)c1nc2cc3c(cc2s1)OCO3
 : -5	-10	-6	0	-4	i	1	6	8
- CN(C)/C=C(\C=O)c1ccc(Cl)cc1Cl
 : -1	-8	0	-1	-7	i	-2	24	8
- Cc1occc1C(=O)NNC(=O)C1CCCCC1
 : -10	2	-5	-3	-12	i	3	11	-1
- Cc1cccc(C(=O)NCC(=O)N2CCCCCCC2)c1
 : 1	1	2	-6	-2	i	6	-6	8
- Cc1ccc(C2OCC3(CO)COC(c4ccc(C)cc4)N23)cc1 (configuration not stated)
 : 10	-2	-1	6	-1	i	-6	9	8
- CN(CC(=O)Nc1ccc(N2CCOCC2)cc1)C(=O)c1cc(F)c(F)cc1Cl
 : 4	-8	-1	-4	-7	i	-4	4	-25
- CCn1c(C)c(C)c2cc(C(=O)NCCCN3CCCCC3C)ccc21 (configuration not stated)
 : 6	-18	-5	-2	-6	i	-4	11	-35
- Nc1ccc(C(=O)Nc2cccc3ncccc23)cc1
 : -5	-11	-2	-9	-7	i	2	-4	6
- Cc1ccc(N(Cc2cc3ccc(C)cc3[nH]c2=O)C(=O)c2ccco2)c(C)c1
 : 1	1	-4	-4	2	i	-8	-6	-15
- OCCCNc1ncnc2c1ncn2[C@H]1CN(Cc2ccncc2)C[C@@H](CO)O1
 : -1	4	-3	-2	-10	i	-9	4	-7
- CC(C)S(=O)(=O)CC(=O)c1ccc(Cl)cc1
 : -2	-1	0	-13	-7	i	3	-9	-9
- Cc1ccc(-c2noc(C3CCCN(S(=O)(=O)c4ccc5ccccc5c4)C3)n2)o1 (configuration not stated)
 : -3	-6	-3	-10	18	i	-5	2	8
- O=c1[nH]nc(-c2cc(-c3ccccc3)nc3ccccc23)o1
 : -2	-9	0	-4	-15	·	4	5	-2
- CC(C)CC1C(=O)N(Cc2cn(CC3CCCCC3)nn2)CCS(=O)(=O)N1Cc1ccc(-c2ccc(F)nc2)cc1 (configuration not stated)
 : 0	-6	-3	0	14	i	-2	11	-8
- CCNC(=O)CN1C(=O)NC2(CCCc3cc(OC)ccc32)C1=O (configuration not stated)
 : 2	20	-2	-4	-11	i	0	-7	-6
- CC(C)[C@H](NS(=O)(=O)c1ccccc1F)C(=O)OCC(=O)Nc1cccc(S(N)(=O)=O)c1
 : -1	-9	2	0	-8	i	-6	1	-5
- O=C(/C=C/c1ccco1)NC(=S)Nc1nc(-c2ccc(Cl)cc2)cs1
 : -12	-15	-6	-2	8	i	10	0	-1
- Cc1ccc(S(=O)(=O)N2CCCCC2)cc1NC(=O)CCNC(=O)c1ccc([N+](=O)[O-])cc1
 : 4	0	1	-2	24	i	3	10	-13
- CN(C)/C=N/c1ncc(C(=O)c2ccc(Cl)cc2)s1
 : 1	3	-1	-5	-2	i	-2	17	-1
- Cc1cc(C)c2nc(SCC(=O)Nc3ccc(S(=O)(=O)N4CCCC4)cc3)c(C)cc2c1
 : -3	8	-2	-3	26	i	-1	4	8
- COc1ccc(-c2nnc(SCC(=O)N(C)C3CCS(=O)(=O)C3)n2CC(C)C)cc1 (configuration not stated)
 : -5	-12	-4	-2	-3	i	-10	-7	-8
- Cc1ccc(S(=O)(=O)N(C)C[C@@H]2OCc3cnnn3CCCC(=O)N([C@@H](C)CO)C[C@@H]2C)cc1
 : 5	2	2	-2	-7	i	-5	-2	7
- COCC(=O)N[C@H]1C=C[C@@H](CC(=O)NCc2ccccc2OC)O[C@@H]1CO
 : 0	2	·	·	·	i	·	10	·
- Cc1cccc(NC(=S)N2CCCN(c3ncccc3[N+](=O)[O-])CC2)c1
 : 2	0	1	-6	7	i	-4	-5	-74
- Cc1ccc(-c2nnn(CC(=O)N(CC(=O)NC3CCCC3)c3cnc4ccccc4c3)n2)o1
 : 0	-8	7	0	0	i	-2	0	4
- Cc1cc(C)c(C)c(S(=O)(=O)N2CCCN(C)CC2)c1C
 : -10	8	-2	-4	-4	i	5	-3	8
- CC(C)(C)c1ccc(OCCC(=O)OCC(=O)Nc2ccc(N3CCOCC3)cc2)cc1
 : 0	11	-1	0	10	i	-9	14	-3
- O=C(CCNC(=O)c1ccc([N+](=O)[O-])cc1)N/N=C/c1ccc(F)cc1
 : 2	12	3	-1	31	i	5	0	0
- Cc1nnc(NC(=O)C2CCN(S(=O)(=O)c3ccc(Cl)cc3)CC2)s1
 : -3	1	1	-8	-4	i	-2	8	9
- Cc1cccc(NC(=S)c2nc3ccccc3s2)c1
 : -1	5	-1	-2	7	i	-5	22	-94
- Cc1cc(N2CCN(c3ccc(F)cc3)CC2)n2ncnc2n1
 : 8	4	0	-1	-3	i	8	-17	2
- CC(NC(=O)c1ccco1)C(c1cccs1)N1CCN(c2ccccc2F)CC1 (configuration not stated)
 : -1	-1	-1	-6	4	i	5	6	8
- CCN1C(c2ccc(F)cc2)=CS/C1=C(/C#N)c1nnc2n1-c1ccccc1SC2
 : -5	7	-1	-3	8	i	-11	22	-3
- CC(=O)Cn1cnc2c(cnn2-c2ccccc2)c1=O
 : 0	-3	0	-2	-4	i	-11	-10	-2
- CCNC(=O)O/N=C(\C)c1sc(-c2ccc(Cl)cc2)nc1C
 : -1	14	-3	-4	5	i	9	2	-3
- O=C(C1CCN(S(=O)(=O)c2ccc(Cl)s2)CC1)N1CCN(c2ccccc2)CC1
 : 2	28*	1	-1	22	i	-3	3	-3
